# p97 ATPase inh – human p97 ATPase inhibition; recombinant p97 ATPase, Kinase-Glo ATP luminescence, 3 h; inhibition, % at 8 µM; 0.42% of 220,000 active; in the data active means inhibition above about 15%;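 further: 0% = DMSO vehicle and 100% = wells lacking enzyme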
# PERK inh – human PERK inhibition, primary cell-based screen | Q9NZJ5 | inhibition, % at 5.6 µM | CHO PERK-DD fusion, SEAP luminescence translation reporter | 0.17% of 220,000 active;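 active means inhibition above the mean inhibition of all tested compounds plus 3 SD, set separately per screening campaign, cut at about 2.9% in these data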;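 further: PERK kinase domain activated by AP20187 dimerizer at 100 nM; 0% = DMSO with dimerizer and 100% = rapamycin at 8.4 µM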
# Cl transport mod – KCC2 (human) Cl- transport modulation; B-score of Tl+ flux slope (higher = more flux/activation; lower = inhibition) at 10 µM; Q9H2X9; 2.2% of 190,000 active; KCC2 cells, thallium flux FluoZin-2 fluorescence;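 active means thallium flux slope and its plate-corrected score both differing from the plate sample mean at a set confidence after two filtering rounds, in either direction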;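 further: slope of fluorescence scaled to starting intensity during 10 to 20 s after thallium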
# Wee1 stabilizer – human Wee1 degradation inhibition, primary screen; P30291; HeLa Luc-Wee1K328M stability, luciferase luminescence; 100% = proteasome inhibitor MG132 effect; reporter increase, % at 5 µM; 1.2% of 220,000 active; AID 1321;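 active means activation above the mean of all tested compounds plus 3 SD, set per screening run, cut at about 8.8% in these data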;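 further: cells exposed to compound for 20 h before luminescence read; 0% = DMSO alone and 100% = MG132 at 30 µM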
# Target sequence (P30291 whole entry K328M): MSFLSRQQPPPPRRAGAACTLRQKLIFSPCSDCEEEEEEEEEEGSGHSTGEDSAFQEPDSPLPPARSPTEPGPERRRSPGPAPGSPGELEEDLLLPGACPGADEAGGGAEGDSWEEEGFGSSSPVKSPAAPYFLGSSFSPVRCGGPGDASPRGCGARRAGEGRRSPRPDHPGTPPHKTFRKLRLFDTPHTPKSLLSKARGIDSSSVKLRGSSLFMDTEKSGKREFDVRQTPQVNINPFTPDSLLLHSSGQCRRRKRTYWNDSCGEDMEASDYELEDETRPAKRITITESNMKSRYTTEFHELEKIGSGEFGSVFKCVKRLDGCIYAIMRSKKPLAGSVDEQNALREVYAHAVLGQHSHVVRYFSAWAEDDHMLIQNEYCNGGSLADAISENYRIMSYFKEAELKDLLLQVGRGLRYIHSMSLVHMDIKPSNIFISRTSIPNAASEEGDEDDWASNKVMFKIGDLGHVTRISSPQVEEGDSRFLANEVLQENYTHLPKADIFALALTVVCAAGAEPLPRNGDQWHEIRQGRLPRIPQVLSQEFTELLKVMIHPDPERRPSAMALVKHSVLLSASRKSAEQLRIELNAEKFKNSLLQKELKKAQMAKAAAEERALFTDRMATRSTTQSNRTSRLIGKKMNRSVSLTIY
# Furin inh – inhibitors of human furin; P09958; purified furin, fluorogenic substrate cleavage; inhibition, % at 30 µM; 0.061% of 220,000 active; AID 463115; in the data active means inhibition above about 25%; further: inactives centre near -15
# KLK5 inh – blocks human kallikrein 5 protease activity. recombinant hK5, fluorogenic AMC substrate cleavage. inhibition, % at 5 µM. 0.59% of 210,000 active. Q9Y337. AID 873;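 active means inhibition of 40% or more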;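 further: 0% = enzyme controls without compound and 100% = no-enzyme blanks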
# Target sequence (Q9Y337 67-293 limits assumed): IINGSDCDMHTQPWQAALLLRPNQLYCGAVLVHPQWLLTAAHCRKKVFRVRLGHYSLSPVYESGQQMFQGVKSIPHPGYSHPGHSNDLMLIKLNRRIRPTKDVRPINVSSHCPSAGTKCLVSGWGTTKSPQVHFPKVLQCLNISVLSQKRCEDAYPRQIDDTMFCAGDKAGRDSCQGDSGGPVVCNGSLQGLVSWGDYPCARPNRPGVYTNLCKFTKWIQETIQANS
# FXIa inh – inhibitors of human coagulation factor XIa. inhibition, % at 5 µM. purified FXIa, Boc-Glu-Ala-Arg-AMC fluorogenic substrate. 0.14% of 220,000 active;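 active means inhibition of at least 40%; inactive means inhibition below 40%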;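 further: fluorescence of freed AMC excited at 355 nm; 0% = enzyme without compound and 100% = no enzyme blank; many of its hits are not listed in these tables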
# FXIIa inh – inhibitors of human coagulation factor XIIa; inhibition, % at 5 µM; 0.3% of 220,000 active; purified FXIIa, Boc-QGR-AMC fluorogenic substrate, 2 h; AID 800; in the data active means inhibition above about 40%;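 further: 0% = enzyme with no compound and 100% = blank without enzyme; many of its hits are not listed in these tables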
# thrombin 1536 – inhibitors of human thrombin; P00734; alpha-thrombin, Boc-VPR-AMC fluorogenic substrate cleavage; inhibition, % at 5 µM; 0.26% of 220,000 active; AID 1046;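 active means inhibition at or above 40%; inactive means inhibition below 40%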;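 further: 0% = enzyme with no compound and 100% = wells without enzyme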
#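 signal = AMC fluorescence, 355/460 nm | material = human alpha-thrombin enzyme | control set = enzyme without compound as high, wells lacking enzyme as low | times = reaction at room temperature | read-out basis = percent inhibition scaled between no-compound controls and no-enzyme blanks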
# * = called active by the depositor; . = not tested or not shown; [ ] = another dose, or the depositor's remark. Not all compounds are listed; count on the stated rates, not on these rows.
SMILES,p97 ATPase inh,PERK inh,Cl transport mod,Wee1 stabilizer,Furin inh,KLK5 inh,FXIa inh,FXIIa inh,thrombin 1536
Cc1ccc2cccc(OC(=O)N3CCCC3)c2n1,3,0.2,0.75,-1,1[20 µM],-3,3,-3,-6
O=P1(NC2CCCC2)COc2ccccc2OC1,1,0.8,0.38,-4,-13,10,-9,2,-6
O=C(CN1CCCCC1)c1ccc(F)cc1,3,0.5,-0.52,0,-8,1,-1,13,0
CCOC(=O)C1=C(N)Oc2cc(C)oc(=O)c2C12C(=O)N1c3c(cc(OC)cc32)C(C)=CC1(C)C (stereo unspecified),-2,-1.0,0.34,4,-19[20 µM],-5,4,14,2
Cc1ccc(N/N=C/c2c(O)n(-c3ccccc3)c(=O)[nH]c2=O)cc1,6,0.4,-0.36,-2,-21,-1,3,6,-4
O=C(O)CCn1cc(C=C2C(=O)NC(=O)NC2=O)c(-c2cc3ccccc3oc2=O)n1,6,0.2,0.3,2,-9,-5,0,4,-6
CCOP(=O)(OCC)C(NC(=O)c1cccc([N+](=O)[O-])c1)C(Cl)(Cl)Cl (stereo unspecified),2,-0.2,1.4,-2,-25,-1,-5,4,-6
O=C(C1CC(c2ccccc2O)=NO1)N1CCC2(CC1)OCCO2 (stereo unspecified),6,0.0,0.063,5,-20[20 µM],-10,4,4,-6
c1ccc2sc(NC3=NCCN3)nc2c1,4,0.8,0.59,2,-30,-3,9,15,2
O=C(C(=O)N1CCOCC1)c1cn(Cc2ccc(F)cc2)c2ccccc12,-2,-0.1,-0.088,12*,-21,0,0,10,-1
CCC(C)n1c(O)c(C(c2ccccn2)c2c(O)n(C(C)CC)c(=S)[nH]c2=O)c(=O)[nH]c1=S (stereo unspecified),0,0.7,.,-1,-8[20 µM],-2,4,7,2
CCC(=NCC1CCCO1)c1c(O)n(-c2ccccc2C)c(=O)[nH]c1=O (stereo unspecified),10,1.1,0.31,0,-9,1,7,7,4
Cn1cccc1/C=C1\C(=O)NC(=O)N(Cc2ccco2)C1=O,6,0.7,-1.2,0,-10,-24,-4,-1,1
CC12CN3CC(C)(CN(C1)C3c1cccs1)C2=O (stereo unspecified),-6,-1.2,0.65,-1,-15,19,3,13,25
O=C(O)CCn1cc(C=C2C(=O)NC(=S)NC2=O)c(-c2cccc(Cl)c2)n1,7,0.3,0.018,-2,-30,1,4,11,-5
O=C(CN1CCCCC1)c1ccc2c(c1)OCO2,12,0.6,1.4,-1,-22,4,3,14,-3
CC(C)n1c(=O)c(C=Nc2ccc(F)cc2)c(O)n(Cc2ccco2)c1=O,-1,-0.4,0.59,-1,10,29,16,21,18
CN1CCC(n2nccc2N)CC1,15*,1.4,.,-1,-11,5,1,11,-1
COc1c(O)ccc2c1-c1c3c(cc4c1C(C2)N(C)CC4)OCO3 (stereo unspecified),5,1.1,-0.043,-2,-3,-6,7,17,4
CC(C)n1cc(C(=O)N(CC(=O)NC2CCCC2)Cc2ccccc2)cn1,-6,-0.8,-0.16,1,3,1,0,2,3
ON1C2CCCCC2N(O)C1c1ccccc1 (stereo unspecified),2,0.4,-0.51,1,-11[20 µM],1,-1,4,-6
O=C(O)Cn1cc(/C=C2\C(=O)NC(=O)N(Cc3ccco3)C2=O)c2ccccc21,5,1.6,-0.15,-3,-4,-2,-1,5,1
CC12CN3CC(c4ccccc4)(CN(C1)C31CCCCC1)C2=O,2,1.1,0.71,-1,-16[20 µM],4,5,6,0
COc1ccc(C(=O)C2CCCN(Cc3ccc(C)s3)C2)c(OC)c1 (stereo unspecified),4,-0.1,-0.64,-4,-27,-3,-5,2,-8
O=c1[nH]c(=O)n(-c2cccc(Cl)c2)c(O)c1/C=N/c1ccccn1,3,0.4,0.73,-2,9,-8,2,17,7

# 3 records drawn at random from those above, as already listed:
SMILES,p97 ATPase inh,PERK inh,Cl transport mod,Wee1 stabilizer,Furin inh,KLK5 inh,FXIa inh,FXIIa inh,thrombin 1536
CCOP(=O)(OCC)C(NC(=O)c1cccc([N+](=O)[O-])c1)C(Cl)(Cl)Cl (stereo unspecified),2,-0.2,1.4,-2,-25,-1,-5,4,-6
O=C(C(=O)N1CCOCC1)c1cn(Cc2ccc(F)cc2)c2ccccc12,-2,-0.1,-0.088,12*,-21,0,0,10,-1
CCC(C)n1c(O)c(C(c2ccccn2)c2c(O)n(C(C)CC)c(=S)[nH]c2=O)c(=O)[nH]c1=S (stereo unspecified),0,0.7,.,-1,-8[20 µM],-2,4,7,2

# Next entries follow:
SMILES,p97 ATPase inh,PERK inh,Cl transport mod,Wee1 stabilizer,Furin inh,KLK5 inh,FXIa inh,FXIIa inh,thrombin 1536
CN1C(=O)C(=Cc2ccc(N(C)C)c([N+](=O)[O-])c2)C(=O)N(C)C1=O,4,0.9,0.066,5,-17,-1,-3,3,3
C=CCn1c(O)c(/C=N/NC(=O)CCCC)c(=O)[nH]c1=S,-2,-0.9,1,-2,-6,-29,-5,0,0
COc1ccc(F)cc1C(=O)C1CCCN(Cc2cnc(C)s2)C1 (stereo unspecified),-1,0.1,-0.35,0,-19,.,-3,5,-4
CCCCn1c(O)c(C(C)=NCc2ccco2)c(=O)[nH]c1=O,-6,-0.9,0.0016,-1,-5,5,-6,8,14
CCOP(=O)(OCC)c1ccc(O)cc1,1,1.9,0.97,-2,-20,.,-2,8,-3
C/C(=N\N1CCN(C)CC1)c1c(O)[nH]c(=O)[nH]c1=O,5,0.8,0.69,-2,-20,-13,4,9,2
Cc1ccc(/C=C2/C(=O)NC(=O)N(Cc3ccc(F)cc3)C2=O)o1,5,1.4,0.55,-3,-26,3,2,7,-1
CCCc1nnc(NC(=O)CCC(=O)N2CCC3(CC2)OCCO3)s1,4,0.0,-0.39,-4,3,-1,0,1,-15
O=C(CN1CCN(Cc2ccc(Cl)cc2)C1=O)N1CCC2(CC1)OCCO2,1,0.6,-0.016,2,-13[20 µM],-26,9,24,0
CCC(=NCc1ccco1)c1c(O)n(-c2ccccc2)c(=O)[nH]c1=O,1,0.3,-0.63,1,-25,-3,-1,13,1
COc1ccc(Cn2c(O)c(C=NCCCn3ccnc3)c(=O)[nH]c2=O)cc1,-1,-0.6,.,2,-13,-7,-6,6,-4
N/C(=N\[N+](=O)[O-])NCCCC(NC(=O)CNC(=O)c1ccccc1)C(=O)O (stereo unspecified),2,0.2,0.074,-1,-17,1,-1,9,-9
OC1(c2ccccc2F)CC2CCC(C1)N2CCN1CCOCC1 (stereo unspecified),5,0.8,0.54,-2,-29,55*,33,-162,23
CN1CCN(C(=O)OC2c3nccnc3C(=O)N2c2ccc(Cl)cn2)CC1 (stereo unspecified),3,0.3,-0.68,3,-13,-15,9,2,0
O=[N+]([O-])c1ccc(N2CCNCC2)cc1NC1CC1,2,-0.1,.,6,2,5,0,12,-2
CCP(=S)(CC)c1ccc(N(C)C)cc1,2,0.8,0.019,-4,-27,4,1,10,-13
Cc1cc(C)cc(N2C(=O)NC(=O)/C(=C\C=C\c3ccco3)C2=O)c1,9,0.9,0.51,-1,14,17,10,14,34
O=C(Nc1cccc(C(F)(F)F)c1)c1cccn(Cc2ccc3c(c2)OC(F)(F)O3)c1=O,-2,1.7,.,-3,-10[20 µM],-9,-2,16,-9
Cc1ccc(S(=O)(=O)CC(=O)c2cc(C)c(OC(=O)N(C)C)c(C)c2)cc1,0,0.1,0.55,3,-16,-4,-1,8,-18
COc1ccc(CC2(CCc3ccncc3)C(=O)NC(=O)NC2=O)cc1OC,6,0.0,-0.039,0,-19,3,-1,9,-4
CC(C)c1ccc(OCC(=O)N2CCN(C)CC2)c(Br)c1,-3,-0.8,-0.89,-2,-14[20 µM],0,-8,-2,-5
O=C(Cn1ncc2c3ccccc3n(Cc3ccccc3F)c2c1=O)N1CCC2(CC1)OCCO2,2,0.0,-1.7,-3,-12,-7,1,5,1
O=C(Nc1cccc(Cl)c1)OC1CN2CCC1CC2 (stereo unspecified),0,-1.1,.,1,-9,-3,0,4,-3
CCOC(=O)C(NC(=O)C(Cc1ccc(N(CCCl)CCCl)cc1)NC(C)=O)C(C)C (stereo unspecified),2,0.3,0.3,0,-11,8,-1,9,-5
C[C@@H]1C(=O)O[C@@H]2[C@H](O)C34[C@@H]5OC(=O)C3(O[C@H]3OC(=O)[C@H](O)C34[C@H](C(C)(C)C)[C@H]5O)[C@@]12O (stereo partly specified),-8,0.6,0.81,2,-18,1,3,11,4
SMILES,p97 ATPase inh,PERK inh,Cl transport mod,Wee1 stabilizer,Furin inh,KLK5 inh,FXIa inh,FXIIa inh,thrombin 1536
Cn1c(=O)cc(OCCCC(=O)N2CCC3(CC2)OCCO3)c2ccccc21,5,0.0,0.037,1,-34[20 µM],1,-8,-13,-6
C=CCN1C(=O)NC(=O)/C(=C/c2ccc(OC)c(COc3ccc(NC(C)=O)cc3)c2)C1=O,9,2.3,0.011,0,-21,1,-7,5,0
O=C1C2CCCC1C(N1CCCC1)CC2 (stereo unspecified),-6,-0.3,2,1,-16,26,1,24,13
Cc1ccc(-n2nc(C)c3c2NC(=O)CSC3c2ccc3c(c2)OCO3)cc1 (stereo unspecified),4,0.3,-0.3,-2,-16,-11,3,19,-2
CCOc1ccc(-n2c(O)c(C=NCCN(CC)CC)c(=O)[nH]c2=O)cc1,-1,0.8,.,3,-5[20 µM],12,0,11,-2
CCN(CC)C(=O)c1ccc(NC(=O)COc2ccccc2F)cc1,-6,-0.1,0.92,2,-22,6,-1,3,-7
CN1C(=O)C(=Cc2ccccc2OCCOc2ccc([N+](=O)[O-])cc2)C(=O)N(C)C1=O,3,0.5,-2.6,-3,-22,7,2,11,-3
CN1C(=O)C(=Cc2ccc(N3CCOCC3)o2)C(=O)N(C)C1=S,19*,0.4,.,0,-3,10,3,11,-2
O=C(CSC1c2ccccc2-c2ccccc21)N/N=C/c1ccccc1O,-3,0.5,.,-2,-20[20 µM],-3,9,16,1
CN1CCN(c2cc(N3CCNCC3)ccc2[N+](=O)[O-])CC1,8,0.2,-0.28,-1,5,-12,10,15,1
Cn1cc(C(=O)N2CCCCC2)c2ccccc21,1,1.2,0.34,-4,-25,2,0,8,-1
COc1cccc(-c2cc(C(F)(F)F)n3nc(C(=O)N4CCC5(CC4)OCCO5)cc3n2)c1,2,-0.8,0.53,-2,-20[20 µM],-8,0,11,-10
CCOc1ccc(C2CC(c3c(O)n(C)c(=O)n(C)c3=O)=NN2)cc1 (stereo unspecified),5,0.1,0.65,0,-8,-25,-1,11,3
CCOC(=O)c1c(C)n(Cc2ccccc2)c2ccc(OCC(O)CN3C(=O)CNC3=O)cc12 (stereo unspecified),-1,-1.1,.,4,-17[20 µM],3,8,17,3
Cc1ccccc1-n1c(O)c(C=Nc2ccc3c(c2)OCO3)c(=O)[nH]c1=O,-6,-0.6,-0.036,-2,27*,6,-8,-7,-1
CC(=O)O[C@@H]1[C@H]2CC[C@@H]3[C@]1(C[C@@H](OC(C)=O)[C@@]1(O)C([C@@H]4O[C@@H]4C1(C)C)[C@]3(C)O)C[C@@]2(C)O (stereo partly specified),4,0.3,-0.13,-1,-19,1,3,15,2

# A draw from above in order of length of the SMILES, smallest number first:
SMILES,p97 ATPase inh,PERK inh,Cl transport mod,Wee1 stabilizer,Furin inh,KLK5 inh,FXIa inh,FXIIa inh,thrombin 1536
O=C1C2CCCC1C(N1CCCC1)CC2 (stereo unspecified),-6,-0.3,2,1,-16,26,1,24,13
Cc1ccc(-n2nc(C)c3c2NC(=O)CSC3c2ccc3c(c2)OCO3)cc1 (stereo unspecified),4,0.3,-0.3,-2,-16,-11,3,19,-2
COc1cccc(-c2cc(C(F)(F)F)n3nc(C(=O)N4CCC5(CC4)OCCO5)cc3n2)c1,2,-0.8,0.53,-2,-20[20 µM],-8,0,11,-10

# Screening data: PubChem BioAssay, several laboratories
